# Assay outcomes: PubChem BioAssay, several laboratories
# PrPC TRFRET: inhibitors of human cell surface prion protein PrPC | TR-FRET read-out | P04156 | inhibition, % at 13.8 µM | hit rate 0.43% among 370,000; in the data active means inhibition above about 24%; further: 0% = median of the test wells and 100% = reference compound wells
# FBA Mtb inh: Mtb fructose-bisphosphate aldolase inhibition | P9WQA3 | purified M. tuberculosis FBA, fluorescence read-out | inhibition, % at 1 µM | AID 588726 | hit rate 2.3% among 360,000; in the data active means inhibition above about 27%;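 further: 0% = vehicle and 100% = reference inhibitor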
# Target sequence (P9WQA3 whole entry, looked up): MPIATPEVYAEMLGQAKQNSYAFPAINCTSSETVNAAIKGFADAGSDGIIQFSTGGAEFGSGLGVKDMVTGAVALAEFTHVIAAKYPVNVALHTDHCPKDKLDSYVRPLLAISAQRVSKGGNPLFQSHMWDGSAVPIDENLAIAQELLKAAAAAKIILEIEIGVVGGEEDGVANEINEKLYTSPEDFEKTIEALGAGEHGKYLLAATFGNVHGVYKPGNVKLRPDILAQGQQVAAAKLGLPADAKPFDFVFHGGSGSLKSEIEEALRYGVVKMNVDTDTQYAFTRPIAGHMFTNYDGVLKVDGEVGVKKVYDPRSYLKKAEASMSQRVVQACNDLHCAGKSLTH
# Mtb BioA inh: blocks M. tuberculosis BioA enzyme activity; AID 602481; hit rate 0.096% among 360,000; purified M. tuberculosis BioA enzyme, plate reader; inhibition, % at 9.99 µM; in the data active means inhibition above about 40%; inconclusive means no clear call, values can overlap the other calls
# BoNT-F LC inh: inhibitors of Botulinum neurotoxin F light chain protease; hit rate 0.22% among 360,000; inhibition, % at 10 µM; Multiplex microsphere protease cleavage assay, flow cytometry; AID 588497; in the data active means inhibition above about 35%, passing the limit was not always enough; inconclusive means no clear call, values can overlap the other calls; further: plate controls were buffer without enzyme for full effect and enzyme alone for no effect
# FadD28 FP inh: blocks FadD28 binding to the bisubstrate probe; hit rate 0.22% among 360,000; fluorescence polarization; inhibition, % at 12.5 µM; AID 588549; in the data active means inhibition above about 8.5%, passing the limit was not always enough; inconclusive means no clear call, values can overlap the other calls
# Mtb UGM inh: blocks M. tuberculosis UGM enzyme. purified UGM, fluorescence polarization probe displacement. hit rate 0.06% among 320,000. inhibition, % at 10 µM. P9WIQ1. AID 504406; in the data active means inhibition above about 10%, passing the limit was not always enough; inconclusive means no clear call, values can overlap the other calls
# Target sequence (P9WIQ1 whole entry, looked up): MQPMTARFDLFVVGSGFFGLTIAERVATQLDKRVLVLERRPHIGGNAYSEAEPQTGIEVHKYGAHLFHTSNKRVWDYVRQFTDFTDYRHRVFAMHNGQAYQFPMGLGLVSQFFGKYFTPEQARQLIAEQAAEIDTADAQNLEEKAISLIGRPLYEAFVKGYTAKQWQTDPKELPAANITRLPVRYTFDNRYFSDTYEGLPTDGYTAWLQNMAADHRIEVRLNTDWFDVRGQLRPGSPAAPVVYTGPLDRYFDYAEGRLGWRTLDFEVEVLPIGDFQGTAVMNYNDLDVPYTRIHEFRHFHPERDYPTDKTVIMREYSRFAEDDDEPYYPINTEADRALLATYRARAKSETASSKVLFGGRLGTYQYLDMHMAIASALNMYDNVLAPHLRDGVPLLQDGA
# BoNT A protease: inhibitors of Botulinum neurotoxin A light chain protease; hit rate 0.17% among 360,000; AID 588499; inhibition, % at 10 µM; multiplex microsphere protease substrate cleavage, flow cytometry; in the data active means inhibition above about 30%; inconclusive means no clear call, values can overlap the other calls; further: plate controls were buffer without enzyme for full effect and enzyme alone for no effect
# GDH-TPI inh: counter-screen for M. tuberculosis FBA inhibitors: GDH-TPI coupled enzymes; GDH-TPI coupled enzyme counterscreen, NADH absorbance; inhibition, % at 4.8 µM; hit rate 1.2% among 360,000; AID 588335;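 further: 0% = DMSO wells and 100% = wells lacking the enzyme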
# CCHFV vOTU inh: CCHFV vOTU protease inhibition | Pep-AMC fluorescence | inhibition, % at 11.5 µM | hit rate 0.55% among 370,000 | AID 651958; further: 0% = vehicle wells with enzyme and 100% = no enzyme wells
# * marks the source's active call; other numbers are inactive results; u = inconclusive; x = not tested or not shown. Unless noted, no stated cut-off is given here; in the data, active means inhibition above about 30%; inactive means the rest.
# Results follow in this order: PrPC TRFRET	FBA Mtb inh	Mtb BioA inh	BoNT-F LC inh	FadD28 FP inh	Mtb UGM inh	BoNT A protease	GDH-TPI inh	CCHFV vOTU inh
- COc1cc(OC)cc(C(=O)NCC2CCCN(Cc3cccc(C(C)=O)c3)C2)c1 (stereo not drawn)
  -7	1	-1.3	u	-5.6	4.5	-1.3	-11	-16
- COc1ccc(OCc2cc(C(=O)N(C)Cc3nccn3C)no2)c2ccccc12
  -7	3	-0.4	2	-1.0	2.7	1.5	7	10
- Cc1cc(=O)[nH]c2c(C)cc(S(=O)(=O)NCc3ccccc3)cc12
  1	-2	-1.4	10	-4.5	3.5	2.0	13	-10
- CCn1c(-c2cccc(Br)c2)n[nH]c1=S
  4	3	-0.5	5	-0.7	-1.2	0.7	5	-4
- CCC1CCCCN1S(=O)(=O)c1ccccc1[N+](=O)[O-] (stereo not drawn)
  -10	3	-0.5	-5	-0.8	0.5	-0.4	2	-17
- Clc1ccc2c(c1)-c1[nH]ncc1CS2
  2	1	x	u	-1.7	0.1	-5.6	24	-12
- O=C(OCC(=O)N1CCCCCC1)c1n[nH]c(=O)c2ccccc12
  3	1	1.8	-10	-0.2	-1.1	-1.4	3	0
- CC(CCc1ccccc1)NC(=O)N1CCOCC1 (stereo not drawn)
  -4	0	x	-3	-5.5	-3.1	-0.3	9	-14
- CC(C)CC(CO)N1CCN(C(=O)c2ccc(C(C)(C)C)cc2)CCC1=O (stereo not drawn)
  -6	-4	-2.5	-3	-3.4	0.3	0.1	15	8
- O=c1c(O)cccc2cc(O)c(O)c(O)c12
  9	-5	-3.7	-10	16*	5.9	-1.6	22	10
- CCCCCNc1nc2sc3c(c2c(=O)n1-c1cccc(Cl)c1)CCN(C)C3
  -1	52*	x	5	-1.7	1.8	5.0	21	-17
- COc1cc(C(=O)Nc2ccncc2)c([N+](=O)[O-])cc1OC
  -13	3	x	u	-0.2	-2.5	u	3	1
- O=C(O)c1ccccc1C(=O)NCc1ccc(F)cc1
  5	1	0.5	6	0.2	1.6	3.7	4	-3
- COc1ncnc(-c2ccccc2)c1-c1ccccc1
  -3	-1	x	-3	u	1.6	-0.1	-11	-10
- CCOC(=O)N1CCC(n2c(SCC(=O)Nc3ccccc3OC)nc3ccccc3c2=O)CC1
  -4	1	-1.6	-1	-5.5	-4.7	0.2	-14	6
- O=c1[nH]nc(-c2ccc[nH]2)[nH]1
  -2	-1	x	2	-0.3	x	0.1	11	7
- C=CCn1c2ccccc2c2nnc(SC(CC)C(=O)Nc3nc(C)c(C(=O)OCC)s3)nc21 (stereo not drawn)
  -5	5	x	x	-0.9	0.1	x	12	0
- O=C1C(Cl)=C(O)C2(Cl)C(Cl)=C(Cl)C12Cl (stereo not drawn)
  -2	-3	-1.1	0	-2.2	x	-0.2	1	5
- COc1cccc2cc(C(=O)NCc3ccc(C)cc3)c(=N)oc12
  -4	1	1.0	5	-2.4	-1.3	4.0	-7	-8
- CCc1ccccc1NC(=O)CNC(=O)CCC(=O)c1cc(C)sc1C
  4	1	-0.5	4	-1.5	x	-1.2	8	-1
- Cc1c(NS(=O)(=O)c2cccc(C(=O)OCC(=O)N(C)C3CCCCC3)c2)c(=O)n(-c2ccccc2)n1C
  1	2	-0.4	-7	-2.7	3.2	-0.9	0	7
- CCOC(=O)C(=CNc1ccc(C(F)(F)F)cc1Cl)C(=O)OCC
  -6	1	x	u	1.5	1.1	0.8	36*	-9
- Cc1[nH]nc2c1C(c1cccs1)C1=C(CCCC1=O)N2 (stereo not drawn)
  5	12	x	1	-3.5	1.5	-0.4	12	-9
- O=C(OCC(=O)N1CCCCCC1)c1ccc(S(=O)(=O)N2CCOCC2)cc1
  -5	1	x	1	-0.4	0.6	-0.7	-3	7
- O=C(O)c1ccc(NS(=O)(=O)c2ccc(Cl)c(Cl)c2)cc1O
  -2	1	-0.1	-18	-1.4	0.6	-0.2	0	21
- CCOC(=O)c1ccc(NC(=O)CSc2nnc(Cn3c(=O)sc4ccccc43)n2C)cc1
  2	0	0.5	-7	-4.3	-0.4	0.0	6	-1
- O=C(OCc1ccco1)c1cccnc1
  -7	1	x	2	-2.2	-0.4	0.1	-3	-3
- Cc1nn(CC(=O)N2CCN(S(=O)(=O)c3ccccc3)CC2)c(C)c1[N+](=O)[O-]
  3	1	3.1	2	0.5	-1.5	2.1	-3	8
- O=C(CSc1nc2c(c(=O)n1-c1ccc(Cl)cc1)SCC2)NCC1CCCO1 (stereo not drawn)
  -10	-1	7.1	-1	-0.7	-0.9	-0.1	20	13
- Cc1cc(CN2CCCC(C(=O)Nc3cccc(-n4cccn4)c3)C2)cc(C)c1O (stereo not drawn)
  4	1	-1.3	-5	-1.2	0.5	-1.6	0	-4
- O=C(CNS(=O)(=O)N1CCOCC1)N/N=C/c1cccnc1
  -15	4	-0.1	-4	-1.6	0.6	-0.5	6	2
- Cc1ccc(OCc2cc(C(=O)N3CCN(C4CCCC4)CC3)no2)cc1C
  1	-1	-2.3	5	-1.9	3.7	2.2	6	-2
- Cc1cc2c(n1-c1ccc(C(N)=O)cc1)CC(C)(C)CC2=O
  1	1	5.3	-3	-1.6	1.0	u	1	5
- CC1(C(=O)NCc2ccco2)Cc2c(-c3ccc(C(N)=O)cc3)ccnc2O1 (stereo not drawn)
  -2	4	12	2	-0.3	x	0.5	-7	0
- c1ccc(COc2ccc(OCCCNC3CCCC3)cc2)cc1
  -23	5	-1.5	-6	1.3	-1.8	0.4	6	11
- CCOC(=O)CNc1c(-c2ccc(O)cc2)nc2ccccn12
  -8	40*	1.6	1	-0.4	-1.7	1.1	14	-65
- CC(C)CC1NC(=O)N(CC(=O)N2CCCc3ccccc32)C1=O (stereo not drawn)
  8	-2	x	2	-1.4	-2.6	0.6	-4	-7
- CC1(C)C[C@H]2C3=CCC4[C@@]5(C)CC[C@H](O)C(C)(C)C5CC[C@@]4(C)[C@]3(C)[C@@H](O)[C@@H](O)[C@@]2(CO)[C@@H](O)[C@@H]1O (stereo partly drawn)
  -5	6	-5.5	-2	-0.6	2.6	-0.4	9	8
- Cc1cc(NC(=O)c2ccco2)ccc1NC(=O)c1ccco1
  -1	-4	0.9	7	x	x	0.5	-10	3
- COc1ccc2[nH]c(C(=O)NCc3ccccc3)c(C)c2c1
  7	40*	-0.1	5	-0.7	1.5	2.6	3	-15
- CC(C)NC(=O)CN(Cc1ccccc1)S(=O)(=O)c1ccccc1
  2	1	-1.0	3	-4.3	-2.4	0.9	6	-12
- Cc1ccccc1Nc1c(-c2ccc(N3CCOCC3)cc2)nc2ncccn12
  10	0	x	5	-2.6	0.0	0.0	27	17
- Cc1ccc(S(=O)(=O)Nc2ccc(Cl)cc2)cc1NC(=O)c1cc2c(s1)CCCC2
  13	-2	0.5	0	0.7	4.3	-0.2	7	11
- CC1(C)CC(N(Cc2ccccc2)C(=O)Cc2ccccc2)CCO1 (stereo not drawn)
  3	-3	-2.3	-5	-3.5	-1.4	0.0	-7	5
- CSCC[C@H](NC(=O)OC(C)(C)C)C(=O)NCC1CCC(C(=O)O)CC1 (stereo partly drawn)
  6	2	2.9	-2	0.4	-0.4	0.7	10	2
- COC(=O)CC1NC2CCCCC2NC1=O (stereo not drawn)
  3	1	-1.4	2	-0.2	-0.3	0.4	-1	13
- CC(=O)c1ccc(Sc2ccccc2N)c([N+](=O)[O-])c1
  -7	2	2.9	-6	-1.9	-0.8	-0.2	2	-6
- Cc1ccc(S(=O)(=O)Nc2ccccc2C(=O)N2CCCC2)cc1
  1	1	-3.0	6	1.2	-1.6	0.7	4	20
- CC(=O)Nc1ccc(C(=O)NC2CCSc3ccccc32)cc1 (stereo not drawn)
  -3	2	-3.7	-4	-1.3	1.5	-0.5	-2	9
- COc1cc(/C=N/NC(=S)NCCN2CCOCC2)ccc1O
  -4	2	0.3	-10	-1.4	1.0	-1.5	48*	1
- COc1ccccc1/C=C(\NC(=O)c1ccc(OC)c(OC)c1)C(=O)Nc1cc([N+](=O)[O-])ccc1C
  -4	0	x	-2	-0.6	4.3	-0.5	23	23
- CCOc1ccc(CCNC(=O)COC(=O)c2cc(=O)[nH]c3ccccc23)cc1OCC
  -6	4	-1.2	0	-2.2	0.0	-0.1	-3	-2
- Cc1noc(C)c1NC(=O)Nc1ccc2c(c1)CC(=O)N([C@@H](C)CO)C[C@@H](C)[C@@H](CN(C)C(=O)Nc1cccc3ccccc13)O2
  6	20	3.5	6	1.0	0.1	0.3	10	-1
- CNC(=O)c1c(NC(=O)c2nc3ccccc3s2)sc2c1CCC2
  x	1	0.2	3	-3.4	-1.0	0.3	14	x
- CCN(CC)C(=O)CSc1nc2ccccc2c(=O)n1CCC(=O)NCCc1ccc(OC)c(OC)c1
  1	0	0.5	2	-2.0	-0.7	0.7	1	8
- COc1cccc(-n2cc(CNC(=O)C3CCC(=O)N(C4CC4)C3)cn2)c1 (stereo not drawn)
  1	-1	-1.2	5	-5.2	-0.8	0.7	0	13
- O=C(COc1ccccc1Cl)N1N=C(c2cccs2)CC1c1ccco1 (stereo not drawn)
  -2	7	-0.6	6	-1.1	-0.8	0.6	10	2
- CCOCC(=O)Nc1cccc(OC)c1
  1	5	2.1	-6	-2.7	0.2	1.5	-1	7
- O=C1CSC(=Nc2ccc(Cl)cc2)N1
  -7	-4	0.2	23	-2.0	-2.6	-0.1	-7	3
- CCC(C)NC(=O)c1ccc2c(SCC(=O)O)c3c(nc2c1)CCCC3 (stereo not drawn)
  0	3	-0.4	-11	-4.2	-2.8	-0.1	7	7

# Record cards, from the list above:
# `CC(=O)c1ccc(Sc2ccccc2N)c([N+](=O)[O-])c1` is listed as PrPC TRFRET = -7; FBA Mtb inh = 2; Mtb BioA inh = 2.9; BoNT-F LC inh = -6; FadD28 FP inh = -1.9; Mtb UGM inh = -0.8; BoNT A protease = -0.2; GDH-TPI inh = 2; CCHFV vOTU inh = -6
# `Cc1ccccc1Nc1c(-c2ccc(N3CCOCC3)cc2)nc2ncccn12` is listed as PrPC TRFRET = 10; FBA Mtb inh = 0; Mtb BioA inh = x; BoNT-F LC inh = 5; FadD28 FP inh = -2.6; Mtb UGM inh = 0.0; BoNT A protease = 0.0; GDH-TPI inh = 27; CCHFV vOTU inh = 17

# Next section.
# Results follow in this order: PrPC TRFRET	FBA Mtb inh	Mtb BioA inh	BoNT-F LC inh	FadD28 FP inh	Mtb UGM inh	BoNT A protease	GDH-TPI inh	CCHFV vOTU inh
- CCOC(=O)C1=C(C)N(C[C@@H]2CC[C@@H](Cc3ccc(-c4ccccc4)cc3)O2)C(=O)NC1c1ccc([N+](=O)[O-])cc1 (stereo partly drawn)
  -8	-1	-2.1	-2	-1.7	x	-1.0	14	13
- COC(=O)C(c1ccccc1)C(CC(=O)c1ccccc1)c1ccccc1 (stereo not drawn)
  2	2	0.4	-2	-2.3	x	-0.4	1	-4
- CCS(=O)(=O)c1ccc2oc(Nc3ccccc3Cl)nc2c1
  7	0	-3.4	-2	-1.7	1.1	0.1	-5	4
- Cc1cc(C)c2c(CC(=O)Nc3ccc(Cl)cn3)coc2c1
  7	2	-0.3	-5	-2.5	0.7	0.1	2	11
- COc1ccccc1C(=O)C1CCCN(C(=O)c2cccc(-n3cccn3)c2)C1 (stereo not drawn)
  1	1	x	2	-5.0	3.8	-0.9	9	-15
- CCOc1cc(C(c2c(C)[nH][nH]c2=O)c2c(C)[nH][nH]c2=O)ccc1O
  2	-6	-0.5	4	0.2	-1.3	1.9	11	1
- COC(=O)c1ccccc1NC(=O)CSc1nnnn1C1CCCCC1
  9	2	x	31	-0.7	-1.3	3.7	3	-6
- Cc1cc(NC(=O)COC(=O)CNS(=O)(=O)c2c(F)cc(F)cc2Br)no1
  4	-3	1.0	7	-3.5	-2.0	0.3	-3	0
- O=C(CN1C(=O)c2ccccc2S1(=O)=O)N1CCN(c2ccccc2F)CC1
  2	3	-0.7	u	-3.5	3.2	0.2	0	4

# A different layout for 2 compounds above:
SMILES	PrPC TRFRET	FBA Mtb inh	Mtb BioA inh	BoNT-F LC inh	FadD28 FP inh	Mtb UGM inh	BoNT A protease	GDH-TPI inh	CCHFV vOTU inh
CCS(=O)(=O)c1ccc2oc(Nc3ccccc3Cl)nc2c1	7	0	-3.4	-2	-1.7	1.1	0.1	-5	4
CCOC(=O)C1=C(C)N(C[C@@H]2CC[C@@H](Cc3ccc(-c4ccccc4)cc3)O2)C(=O)NC1c1ccc([N+](=O)[O-])cc1 (stereo partly drawn)	-8	-1	-2.1	-2	-1.7	x	-1.0	14	13
